ATXN2 expr inh = inhibitors of ATXN2 expression; 360,000 tested, 0.72% active; AID 1745845; Potency, µM (series often up to 57 µM), for the others: at the highest dose activity change, negative = inhibition, hits mostly inhibitors; HEK-293 ATXN2-luciferase reporter, luminescence, 24 h; note: potency is the fitted concentration of half-maximal effect; % is set by controls: 0 for no effect and ±100 for the full control effect; nearly all actives have a fitted effect of over 55% in size
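qHTS (up to 57 uM final) was run with 24 h compound exposure of reporter cells at 37 °C. Each well was multiplexed: SteadyGlo luminescence measured ATXN2-luciferase expression after a fluorogenic Gly-Phe-AFC viability readout (25 uM final).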
SW480 rerep = inducers of DNA re-replication in SW480 colon cancer cells. SW480 DNA re-replication, Hoechst DNA content imaging, 48 h. Potency, µM (series often up to 46.1 µM), for the others: top-dose re-replication activation, actives largely listed as activators. 340,000 tested, 1.8% active; note: potency is the fitted concentration of half-maximal effect; % of control where 0% means no effect; nearly all actives have a fitted effect of over 55% in size
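DNA re-replication was detected as more nuclei of elevated Hoechst intensity after 48 hr exposure to compound (23 nL pinned per well of 250 cells).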
IL1B secr inh = inhibitors of inflammasome signaling (IL-1 beta secretion); THP-1 LPS/ATP IL-1B secretion, AlphaLISA, 16 h; active compounds read low; activity change, % at 57.5 µM; 360,000 tested, 4.7% active; AID 743279; in the data active = activity change below about -50%; inconclusive = mostly about -30% to -49%; note: % is set by controls: 0 for no effect and ±100 for the full control effect
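THP-1 cells pretreated 1 hr with compounds (up to 57.5 uM final), then stimulated with LPS (250 ng/mL final) plus ATP (1.25 mM final); secreted IL-1B measured by AlphaLISA after 16 hr, decreased signal indicating inhibition.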
S2 tox = cell viability loss in ATXN counter-screen. Potency, µM (series often up to 56.7 µM), actives largely listed as cytotoxic. AID 651635. 400,000 tested, 0.49% active. S2 cells (HEK-293 line with an ATXN2-luciferase reporter) viability, CellTiter-Fluor protease fluorescence, 24 h; note: potency is the fitted concentration of half-maximal effect; nearly all actives have a fitted effect of over 40% in size
HT1080 IDH1KD tx = HT-1080 IDH1 knockdown cell toxicity (counter line); HT-1080 IDH1 knockdown viability, ATP luminescence, 48 h; Potency, µM (titrated, usually from 46.1 µM), for inactives: at the top dose activity, negative = toxicity, usual class: cytotoxic; 360,000 tested, 2% active; AID 686971;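 note: potency is the fitted concentration of half-maximal effect; 0% = DMSO wells and -100% = cell-free medium wells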
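% activity derives from luminescence (CellTiter-Glo), normalised to DMSO and no-cell wells. HT-1080-IDH1KD cells, 750/well, had 48 h compound exposure at 37 °C.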
KB-3-1 tox = kills parental KB-3-1 adenocarcinoma cells; KB-3-1 viability, CellTiter-Glo ATP luminescence, 72 h; Potency, µM (titrated, usually from 46.1 µM), for inactives: at the highest dose activity change, negative = cytotoxic, usual class: cytotoxic; 400,000 tested, 1.4% active; AID 1347075; note: potency is the fitted concentration of half-maximal effect; % is set by controls: 0 for no effect and ±100 for the full control effect; nearly all actives have a fitted effect of over 60% in size
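Parental KB-3-1 adenocarcinoma cells in phenol-red-free DMEM with 10% FBS were pin-treated with compounds at several concentrations, incubated 72 h at 37 °C, and viability read by CellTiter-Glo luminescence; concentration-effect curves were fitted after normalization.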
HT1080NT lethal = kills 2HG-producing HT-1080-NT fibrosarcoma cells. HT-1080-NT fibrosarcoma viability, CellTiter-Glo ATP luminescence, 48 h. Potency, µM (top dose mostly 46.1 µM), for inactives: top-dose activity, negative = less viability, actives largely listed as cytotoxic. 360,000 tested, 1.6% active. AID 686970;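 note: NT is the 2HG producing partner of a matched IDH1 knockdown line; potency is the fitted concentration of half-maximal effect; 0% = DMSO-treated cells and -100% = media-only wells without cells; nearly all actives have a fitted effect of over 55% in size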
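Toxicity toward the 2HG-producing NT line was scored as %Activity, normalised to DMSO and no-cell wells, from CellTiter-Glo luminescence after 48 hours' treatment.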
KB-V1 MDR tox = KB-V1 MDR subline cytotoxicity. 400,000 tested, 3.4% active. AID 1347076. KB-V1 MDR cells viability, CellTiter-Glo, 72 h. Potency, µM (highest dose often 46.1 µM), for inactives: at the highest dose activity change, negative = cytotoxicity, usual class: cytotoxic; note: potency is the fitted concentration of half-maximal effect; % is set by controls: 0 for no effect and ±100 for the full control effect; nearly all actives have a fitted effect of over 60% in size
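Cells of the MDR subline KB-V1 are plated, dosed with compound at multiple concentrations, and incubated 72 h at 37 degrees C; CellTiter-Glo is then added and luminescence read after 10 min.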
MCF10A rerep = induces DNA re-replication in MCF 10a normal breast cells | Potency, µM (doses to about 46.1 µM), inactives show at the highest dose activity, positive = re-replication, usual class: activators | 350,000 tested, 2.9% active | MCF 10A DNA re-replication, Hoechst nuclear intensity, 48 h; note: potency is the fitted concentration of half-maximal effect; % of control where 0% means no effect; nearly all actives have a fitted effect of over 50% in size
Starred values were filed as active, the others as inactive; i = inactive; ? = inconclusive; nt = not tested or not shown; & = joins results of further samples; [ ] = remark or other dose. Unless noted, calls come from the whole dose curve; as a rule, active = well fitted curve in the direction sought with a large enough effect; inconclusive = small, poorly fitted or top-dose-only effect, or another doubt; inactive = no such curve, though single readings can be large; an effect the other way counts as inactive or inconclusive.

SMILES	ATXN2 expr inh	SW480 rerep	IL1B secr inh	S2 tox	HT1080 IDH1KD tx	KB-3-1 tox	HT1080NT lethal	KB-V1 MDR tox	MCF10A rerep
O=C(c1ccc(Cl)c(S(=O)(=O)N2CCCCCC2)c1)N1CCN(c2ccccn2)CC1	?	4%	?	i	-11%	4%	?	13%	3%
Cc1ccc(NC(=O)C2(C)Cc3ccccc3C(=O)O2)cc1 (configuration not stated)	nt	-5%	-10	i	0%	-4%	12%	1%	8%
COc1cc(OC)cc(C(=O)N2CC(=O)Nc3ccc(Cl)cc3C2c2ccccc2)c1 (configuration not stated)	4%	nt	nt	?	nt	-5%	nt	-10%	nt
O=C1OCCC1Sc1nnc(-c2ccc3c(c2)OCO3)o1 (configuration not stated)	?	4%	0	i	3%	-2%	7%	4%	?
Cc1ccccc1Nc1nc(N)nc(COC(=O)c2ccccc2)n1	58%[activator]	-4%	5	i	0%	11%	2%	6%	2%
O=C(c1cc2nc(-c3ccc(Cl)cc3)cc(C(F)(F)F)n2n1)N1CCOCC1	-12%	4%	-2	i	0%	-12%	-1%	4%	18%
CCN1CCN(CCNC(=O)c2cn(C(C)c3ccccc3F)nn2)CC1 (configuration not stated)	8%	0%	2	i	5%	18%	9%	21%	27%
O=C(O)CCC(=O)NN1C(=O)c2ccccc2NC1c1ccco1 (configuration not stated)	3%	2%	6	i	20%	-9%	20%	9%	2%
CC(C(=O)Nc1ccc(S(=O)(=O)N2CCCC2)cc1)N1CCN(C(=O)c2ccco2)CC1 (configuration not stated)	nt	-11%	18	nt	0%	9%	1%	3%	-1%
CC(=O)NCCc1cnc[nH]1	1%	13%	22	i	-1%	0%	-3%	14%	-6%
CCOC(=O)c1ccc(N2C(=O)c3n[nH]c(-c4ccco4)c3C2c2cccc(F)c2)cc1 (configuration not stated)	?	nt	nt	?	nt	1%	nt	-7%	nt
O=c1oc(-c2ccccc2)nc2sc3c(c12)CCC3	nt	4%	77	?	8%	-12%	4%	-3%	-9%
CCC(C)(C)NC(=O)Cc1ccc(C)cc1	18%	5%	0	i	-5%	-5%	-1%	-1%	-2%
O=C(O)C(=Cc1ccccc1Cl)c1ccccc1	13%	nt	-7	i	22%	0%	-1%	3%	nt
CCn1c(CC(=O)Nc2ccccc2)nnc1SCC(=O)N1CCOCC1	7%	-6%	0	i	14%	3%	8%	7%	5%
COc1ccc(NC(=O)c2cccs2)c([N+](=O)[O-])c1	56%[activator]	-1%	-14	i	-12%	-5%	-10%	-25%	3%
CSC1=NCCN1C(=O)c1c(-c2ccccc2Cl)noc1C	2%	0%	26	i	5%	26%	-2%	?	15%
CCCCCCCOc1ccc(C(=O)Nc2cccnc2)cc1	-8%	?	1	?	7%	?	3%	?	15%
COc1ccc([C@H]2N[C@]3(CCCN(Cc4ccc(Br)cc4)C3=O)[C@H]3C(=O)N(C)C(=O)[C@@H]23)cc1	11%	nt	-5	i	0%	-8%	1%	-19%	nt
CC(NC(=O)CC1SC(N)=NC1=O)c1ccccc1 (configuration not stated)	-7%	3%	0	i	6%	-13%	4%	-19%	3%
CC(C)CC(NC(N)=O)C(=O)Nc1ccc(Oc2ccccc2)cc1 (configuration not stated)	-15%	3%	-28	i	-22%	-8%	-18%	2%	-14%
CC(=O)Nc1ccc(CN2CCN(c3cccc(C(F)(F)F)c3)CC2)cc1	-2%	-2%	-8	?	0%	3%	8%	-21%	8%
O=S(=O)(c1ccc(=S)[nH]c1)N1CCN(Cc2ccccc2)CC1	6%	5%	0	i	1%	13%	-8%	-17%	12%
CN1CCN(C(=O)C2=C[C@@H](C3CCCCC3)C[C@@H](OCCCCO)O2)CC1	6%	-1%	-8	i	6%	16%	3%	0%	-3%
CC(C)Sc1nc2c(cnn2-c2ccccc2)c(=O)[nH]1	-2%	0%	-7	i	7%	2%	7%	1%	15%
COc1ccc(-c2sc3cc4c(cc3c2C#Cc2ccc(N)cc2)OCO4)cc1	?	?	-20	i	?	-11%	?	-7%	?
CCC(C(=O)NC(C)(C)C)N(C(=O)c1ccc(Cl)nc1)C1CCCC1 (configuration not stated)	1%	-4%	19	i	8%	17%	2%	-4%	3%
CCCc1cc(=O)n2[nH]c(C)c(-c3ccc(OC)cc3)c2n1	-24%	-4%	-12	i	-1%	0%	-1%	15%	2%
CNC(=O)COc1cccc(C(=O)NCc2ccccc2)c1	0%	-14%	17	i	18%	0%	22%	6%	10%
O=C(COC(=O)c1ccccc1Cl)NC1CCCCCC1	nt	1%	33	i	-1%	-2%	11%	10%	6%
COCCn1c(=N)c(C(=O)NCc2ccco2)cc2c(=O)n3cc(C)ccc3nc21	-19%&-7%	-4%	12	i	-7%	-1%&-3%	-3%	?	-43%[inhibitor]
CCc1cccc(NC(=O)Nc2cccs2)c1	55%[activator]	-4%	-20	i	0%	6%	0%	?	-1%
N#Cc1cccc(C(c2nnnn2Cc2ccccc2)N2CCCC2)c1 (configuration not stated)	3%	5%	6	i	4%	-5%	0%	0%	-9%
O=C(CSc1oc(-c2ccco2)nc1S(=O)(=O)c1ccc(Cl)cc1)c1ccc(Cl)cc1	-3%	nt	nt	i	nt	0%	nt	-12%	nt
CC1=C(C(=O)OCC2CCCO2)C(c2coc3ccccc3c2=O)C2=C(CC(C)(C)CC2=O)N1 (configuration not stated)	-18%	0%	6	?	8%	-2%	-3%	-16%	12%[9.22 µM]
CN1C2CCC1CC(NC(=O)c1cccc(C(F)(F)F)c1)C2 (configuration not stated)	-2%	1%	-12	i	2%	2%	11%	-5%	6%
CCCOc1ccc(C(=O)NNC(=S)NC(=O)CC)cc1	28µM*	?	55	nt	10µM*	13µM*	?	?	16µM*
O=S(Cc1ccc(Br)cc1)Cc1nnc(SCc2c(F)cccc2Cl)n1-c1ccccc1 (configuration not stated)	-9%	10%	-62*	i	-24%	?	-5%	2.3µM*	?
CSc1c(C#N)c(N)nc2sc(C(=O)c3ccccc3)c(N)c12	0%	82%	-73*	i	12%	1%	4%	-12%	?
COC(=O)CN(c1ccccc1)S(=O)(=O)c1ccc(F)cc1	-9%	0%	12	i	4%	-2%	5%	-1%	0%
CC(C)CCN1CCN(Cc2ccc3nsnc3c2)CC1CCO (configuration not stated)	-11%	7%	-6	i	2%	-1%	1%	1%	17%
COCCN(C(=O)CCc1nnc(Cc2c[nH]c3ccccc23)o1)C(C)C	-36%	-2%	8	i	3%	7%	8%	-5%	9%
O=[N+]([O-])c1ccc(C=Nc2ccc(Cl)cc2Cl)s1	13µM*	?	-106*	11µM*	11µM*	16µM*	?	?	?
COc1ccc2nc(NC(=O)c3ccc(S(=O)(=O)N4CCC(C)CC4)cc3)sc2c1	1%	nt	nt	i	nt	15%	nt	25%	nt
CCOc1c(C)cnc2c1c(=O)n(Cc1ccccc1Cl)c(=O)n2C	4%	?	17	i	12%	13%	-1%	4%	0%
CCOc1ccc(C(=O)OCc2cc(=O)n3cc(C)sc3n2)cc1	4%	nt	nt	i	nt	-1%	nt	0%	nt
CCC(Sc1nc2ccc(N)cc2s1)C(=O)Nc1nccs1 (configuration not stated)	nt	-6%	26	nt	-15%	-2%	-7%	0%	7%
Nc1ccc2cccc(O)c2c1	9%	?	20	i	-7%	-3%	-19%	-7%	-19%
Cc1cc(C)n2nc(SCc3ncc(-c4ccccc4)o3)nc2n1	4%	-11%	-9	i	-3%	0%	2%	-22%	?
Cc1ccc(S(=O)(=O)N2CCN(C(=O)COC(=O)C3CC3C)CC2)c(C)c1 (configuration not stated)	6%	3%	4	i	10%	5%	21%	28%	19%

Structures shown so far that have fluorine (7):
SMILES	ATXN2 expr inh	SW480 rerep	IL1B secr inh	S2 tox	HT1080 IDH1KD tx	KB-3-1 tox	HT1080NT lethal	KB-V1 MDR tox	MCF10A rerep
O=C(c1cc2nc(-c3ccc(Cl)cc3)cc(C(F)(F)F)n2n1)N1CCOCC1	-12%	4%	-2	i	0%	-12%	-1%	4%	18%
CCN1CCN(CCNC(=O)c2cn(C(C)c3ccccc3F)nn2)CC1 (configuration not stated)	8%	0%	2	i	5%	18%	9%	21%	27%
CCOC(=O)c1ccc(N2C(=O)c3n[nH]c(-c4ccco4)c3C2c2cccc(F)c2)cc1 (configuration not stated)	?	nt	nt	?	nt	1%	nt	-7%	nt
CC(=O)Nc1ccc(CN2CCN(c3cccc(C(F)(F)F)c3)CC2)cc1	-2%	-2%	-8	?	0%	3%	8%	-21%	8%
CN1C2CCC1CC(NC(=O)c1cccc(C(F)(F)F)c1)C2 (configuration not stated)	-2%	1%	-12	i	2%	2%	11%	-5%	6%
O=S(Cc1ccc(Br)cc1)Cc1nnc(SCc2c(F)cccc2Cl)n1-c1ccccc1 (configuration not stated)	-9%	10%	-62*	i	-24%	?	-5%	2.3µM*	?
COC(=O)CN(c1ccccc1)S(=O)(=O)c1ccc(F)cc1	-9%	0%	12	i	4%	-2%	5%	-1%	0%

Screening results deposited in PubChem BioAssay by National Center for Advancing Translational Sciences (NCATS).
